SW480 rerep: DNA re-replication induction in SW480 cells; SW480 DNA re-replication, Hoechst DNA content imaging, 48 h; Potency, µM (series often up to 46.1 µM), for inactives: at the top dose re-replication activation, usual class: activators; 340,000 compounds, 1.8% hits; also: potency is read from the fitted curve at half-maximal effect; % of control where 0% means no effect; nearly all actives have a fitted effect of over 55% in size
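Compounds, transferred as 23 nL by pin tool, were incubated with cells for 48 hr; DNA content per nucleus was then quantified by Hoechst staining and fluorescence plate imaging.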
IL1B secr inh: blocks inflammasome-driven IL-1 beta release; THP-1 LPS/ATP IL-1B secretion, AlphaLISA, 16 h; active compounds read low; activity change, % at 57.5 µM; 360,000 compounds, 4.7% hits; in the data active = activity change below about -50%; inconclusive = mostly about -30% to -49%; also: % is scaled to controls: 0 for no effect and ±100 for the full control effect
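THP-1 cells pretreated 1 hr with compounds (up to 57.5 uM final), then stimulated with LPS (250 ng/mL final) plus ATP (1.25 mM final); secreted IL-1B measured by AlphaLISA after 16 hr, decreased signal indicating inhibition.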
HT1080 IDH1KD tx: toxicity to HT-1080 IDH1 knockdown cells (counter line) | HT-1080 IDH1 knockdown viability, ATP luminescence, 48 h | Potency, µM (highest dose often 46.1 µM), for the others: at the highest dose activity, negative = toxicity, hits mostly cytotoxic | 360,000 compounds, 2% hits | AID 686971;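 also: potency is read from the fitted curve at half-maximal effect; 0% = DMSO wells and -100% = cell-free medium wells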
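After a 2 h attachment period, IDH1KD HT-1080 cells took pin-transferred compound for 48 h at 37 °C; ATP-based luminescence after 10 min room-temperature reagent incubation reported viability.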
HEK293 tox: cytotoxicity in counter-screen for GLP-1R inverse agonists; HEK293 cAMP-luciferase reporter cells, luminescence, 24 h; Potency, µM (top dose mostly 38.3 µM), inactives show at the top dose activity change, negative = inhibition, hits mostly inhibitors; 410,000 compounds, 0.13% hits; AID 624418;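 also: loss of luciferase light is scored as toxicity; potency is read from the fitted curve at half-maximal effect; % is scaled to controls: 0 for no effect and ±100 for the full control effect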
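1536-well qHTS counterscreen of the MLSMR; 200 cells/uL, 12 h pre-incubation, 23 nL cpd, 24 h at 37 deg C 5% CO2, luciferase detection reagent, 12 min RT, luminescence. Inhibition = undesired.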
HT1080NT lethal: kills 2HG-producing HT-1080-NT fibrosarcoma cells | 360,000 compounds, 1.6% hits | Potency, µM (titrated, usually from 46.1 µM), without a hit: at the highest dose activity, negative = less viability, actives largely listed as cytotoxic | AID 686970 | HT-1080-NT fibrosarcoma viability, CellTiter-Glo ATP luminescence, 48 h;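 also: NT is the 2HG producing partner of a matched IDH1 knockdown line; potency is read from the fitted curve at half-maximal effect; 0% = DMSO-treated cells and -100% = media-only wells without cells; nearly all actives have a fitted effect of over 55% in size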
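HT-1080-NT; 750 cells/well; 5% FBS RPMI; 48 h compound, 37 degrees C; CellTiter-Glo luminescence; curve fitting and curve-class assignment.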
DRD3 agonist: D3 dopamine receptor (human) agonism; P35462; D3R DiscoveRx beta-arrestin cells, luminescence, 90 min; max activation, %; 410,000 compounds, 0.58% hits; in the data active = max activation above about 30%; also: 0% is about no effect; mostly tested at two doses, the higher about 12 µM
Target sequence (P35462 whole entry, looked up): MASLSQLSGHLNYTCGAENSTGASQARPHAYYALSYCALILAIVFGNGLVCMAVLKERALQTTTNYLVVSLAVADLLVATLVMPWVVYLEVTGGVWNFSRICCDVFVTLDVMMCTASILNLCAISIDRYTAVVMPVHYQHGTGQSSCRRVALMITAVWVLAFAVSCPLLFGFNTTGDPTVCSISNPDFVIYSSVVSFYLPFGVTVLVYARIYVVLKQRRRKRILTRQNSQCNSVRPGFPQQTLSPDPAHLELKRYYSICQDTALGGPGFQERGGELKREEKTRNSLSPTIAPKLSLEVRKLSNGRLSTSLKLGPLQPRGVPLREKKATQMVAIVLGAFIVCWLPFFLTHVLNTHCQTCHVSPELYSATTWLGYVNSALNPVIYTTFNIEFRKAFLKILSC
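Agonist-mode cell screen: cells plated at 1500/well and incubated overnight at 37 °C, then exposed to library compounds for 90 min at 37 °C. Detection reagent was added for 30–60 min at room temperature, and luminescence was read.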
KB-3-1 tox: KB-3-1 parental cell cytotoxicity; KB-3-1 viability, CellTiter-Glo ATP luminescence, 72 h; Potency, µM (titrated, usually from 46.1 µM), without a hit: top-dose activity change, negative = cytotoxic, hits mostly cytotoxic; 400,000 compounds, 1.4% hits; also: potency is read from the fitted curve at half-maximal effect; % is scaled to controls: 0 for no effect and ±100 for the full control effect; nearly all actives have a fitted effect of over 60% in size
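Viability of parental KB-3-1 cells, measured by CellTiter-Glo luminescence, followed a 72 h incubation at 37 °C with pinned compounds in phenol-red-free DMEM containing 10% FBS.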
MCF10A rerep: inducers of DNA re-replication in MCF 10A breast cells; Potency, µM (series often up to 46.1 µM), inactives show at the highest dose activity, positive = re-replication, most hits filed as activators; MCF 10A DNA re-replication, Hoechst nuclear intensity, 48 h; 350,000 compounds, 2.9% hits; also: potency is read from the fitted curve at half-maximal effect; % of control where 0% means no effect; nearly all actives have a fitted effect of over 50% in size
KB-V1 MDR tox: kills drug-selected multidrug resistant KB-V1 cells; KB-V1 MDR cells viability, CellTiter-Glo, 72 h; Potency, µM (top dose mostly 46.1 µM), for the others: at the top dose activity change, negative = cytotoxicity, most hits filed as cytotoxic; 400,000 compounds, 3.4% hits; also: potency is read from the fitted curve at half-maximal effect; % is scaled to controls: 0 for no effect and ±100 for the full control effect; nearly all actives have a fitted effect of over 60% in size
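In this primary screen, KB-V1 cells overexpressing P-gp are incubated with library compounds (lowest to highest concentration) for 72 h at 37 degrees C before a luminescent ATP viability read.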
* marks the source's active call; other numbers are inactive results; i = inactive; ? = inconclusive; / = not tested or not shown; [ ] = dose if it differs, or a comment. Unless noted, calls follow the shape of the dose curve; as a rule, active = well fitted curve in the direction sought with a large enough effect; inconclusive = small, poorly fitted or top-dose-only effect, or another doubt; inactive = no such curve, though single readings can be large; an effect the other way counts as inactive or inconclusive.

SMILES | SW480 rerep | IL1B secr inh | HT1080 IDH1KD tx | HEK293 tox | HT1080NT lethal | DRD3 agonist | KB-3-1 tox | MCF10A rerep | KB-V1 MDR tox
Cc1nn(C)c(C)c1N=Cc1c(O)ccc2ccccc12 | 0% | 34 | ? | 2% | 3% | -6 | 2% | ? | -10%
O=c1[nH]c(-c2ccccc2)nc(CN2CCCCC2)c1O | -6% | 5 | -16% | 7% | -8% | -5 | 0% | 7% | 1%
CCc1nc2ccccc2c(C(=O)OCc2nnc(-c3ccccc3)o2)c1C | -4% | 2 | ? | 6% | -17% | 2 | 3% | -10% | -15%
C(=NOCCc1ccccc1)c1cccnc1 | 1% | -18 | 0% | 8% | 7% | -1 | -3% | 0% | 22%
Cc1cc(OCC(=O)Nc2cccnc2)c2c(C)c(C)c(=O)oc2c1 | -17% | -8 | 15% | -15% | 17% | 3 | -4% | -2% | 20%
CNc1nc(N)c([N+](=O)[O-])c(NC2CCCCC2)n1 | -7% | 52 | -2% | 4% | 0% | 10 | 5% | -2% | -2%
COc1ccc(NC(=O)CC2C(=O)N(c3ccc(OC)cc3)C(=O)N2CCc2cccs2)cc1 (stereo not drawn) | 0% | 8 | 8% | 3% | 0% | -1 | -4% | 8% | 15µM*
COCC(=O)Nc1ccc(S(=O)(=O)Nc2onc(C)c2C)cc1 | / | 16 | 15% | -3% | 15% | -1 | 0% | / | 14%
COc1ccccc1CC(=O)Nc1ccc(-c2noc(COc3cccc(C)c3C)n2)cc1 | 0% | -8 | -6% | -24% | 1% | 0 | -2% | 6% | 5%
O=[N+]([O-])c1ccc2nc(C(O)C(O)c3nc4ccc([N+](=O)[O-])cc4[nH]3)[nH]c2c1 (stereo not drawn) | -2% | 21 | -9% | 24% | -4% | 3 | -1% | -4% | -1%
Cc1csc(=O)n1CCC(=O)OCC(=O)Nc1cccc(C#N)c1 | -8% | 8 | 2% | -2% | 2% | 1 | 25% | -1% | ?
COc1cccc(C(=O)N2CCC(C(=O)N3CCN(C)CC3)CC2)c1 | -5% | -2 | 2% | 10% | -9% | 1 | 0% | 7% | 0%
CCCCCCCCCCCC(=O)N/N=C/c1ccco1 | 3% | 6 | -7% | 7% | -22% | 7 | 15% | -184%[0.0737 µM] | 18%
O=C(N/N=C/c1cccc([N+](=O)[O-])c1)C(=O)N1CCCCCC1 | 1% | 6 | 14% | 15% | 13% | 0 | 8% | 1% | -4%
CCN1C(=O)[C@H]2[C@@H](c3ccc(C)cc3)N[C@]3(CCCN(Cc4ccco4)C3=O)[C@H]2C1=O | / | 21 | -14% | 9% | 7% | -6 | 15% | / | ?
CCNC(=S)N1CCCCC1CO (stereo not drawn) | 16% | 0 | 12% | -14% | 6% | 2 | 2% | ? | ?
O=C(c1ccc(F)cc1)N1C2CCC1CC(O)(c1ccccc1F)C2 (stereo not drawn) | -6%[9.22 µM] | 11 | -1% | -25% | 1% | -6 | -5% | 0% | -9%
Cc1onc(-c2ccccc2Cl)c1C(=O)N1CCN(c2nc3ccccc3s2)CC1 | -11% | -18 | ? | 3% | -9% | -4 | ? | 11% | -21%
COc1cccc(CC(=O)Nc2ccc(S(=O)(=O)N3CCCCC3)cc2)c1 | 4% | ? | -15% | -13% | -8% | 18 | 5% | -2% | -4%
S=C(c1ccco1)N1CCOCC1 | -2% | -4 | 6% | 5% | 10% | -12 | 13% | -6% | 0%
CCOC(=O)N1CCN(C(=O)CCc2nc3sc4c(c3c(=O)[nH]2)CCCC4)CC1 | -10% | 0 | 0% | 1% | 19% | 10 | 13% | -4% | -2%
Cc1ccc(-c2nc(P(=O)(c3ccccc3)c3ccccc3)c(N3CCOCC3)o2)cc1 | 27% | 0 | -13% | -30% | -6% | -6 | -7% | ? | -5%
Cc1nc2cc(NC(=O)NCc3ccccc3)ccc2o1 | -1% | -3 | 21% | -1% | 13% | 1 | -1% | 2% | 22%
COc1ccc(NC(=O)c2sc3nc(-c4cccnc4)ccc3c2N)cc1 | 15µM* | -13 | 15% | 8% | 23% | -6 | 10% | ? | -8%
O=C(CSc1nnc(SCc2ccccc2)s1)N/N=C/C=C/c1ccccc1[N+](=O)[O-] | -4% | -2 | 16% | 2% | 9% | 3 | 21% | 3% | -10%

Brought forward from above: 2 compounds, then new ones.
SMILES | SW480 rerep | IL1B secr inh | HT1080 IDH1KD tx | HEK293 tox | HT1080NT lethal | DRD3 agonist | KB-3-1 tox | MCF10A rerep | KB-V1 MDR tox
COc1ccc(NC(=O)c2sc3nc(-c4cccnc4)ccc3c2N)cc1 | 15µM* | -13 | 15% | 8% | 23% | -6 | 10% | ? | -8%
O=C(CSc1nnc(SCc2ccccc2)s1)N/N=C/C=C/c1ccccc1[N+](=O)[O-] | -4% | -2 | 16% | 2% | 9% | 3 | 21% | 3% | -10%
Cc1ccc(Cl)c(NC(=O)COC(=O)c2cc[n+]([O-])cc2)c1Cl | -6% | -9 | -4% | 65%[activator] | -2% | 1 | -1% | -1% | 0%
Cc1cccc(NC(=O)Cn2c(=O)n(CCC(=O)N3CCc4ccccc4C3)c(=O)c3ccccc32)c1 | / | / | / | -16% | / | -1 | 10% | / | -5%
COCCOC(=O)c1c(C)oc2ccc(NS(=O)(=O)c3ccc(C(=O)O)cc3)cc12 | -4% | 0 | 1% | -7% | 3% | -11 | -7% | -3% | 1%
O=C(OCCCN=C1NS(=O)(=O)c2ccccc21)c1ccc([N+](=O)[O-])cc1 | -5% | 8 | 12% | -9%[7.66 µM] | 10% | 2 | 1% | 0% | -2%
CCC(=O)N1CCN(c2ccc(NC(=O)c3cc4ccccc4o3)cc2Cl)CC1 | -1% | -115* | 16µM* | -6% | ? | 15 | ? | ? | 9.2µM*
COc1ccccc1NC(=O)n1ncc2c(C)cccc21 | / | / | / | 2% | / | 3 | 10% | / | ?
O=Cc1ccc(-c2ccc(C(=O)O)cc2)o1 | 2% | -4 | 7% | 6% | -1% | 0 | 17% | 2% | 0%
Fc1ccc(OCc2nc(-c3ccncc3)n[nH]2)cc1 | -3% | 35 | 10% | 3%[7.66 µM] | 11% | -9 | -2% | 2% | 11%
CCOC(=O)C1=C(c2ccccc2)N=C2SCC(=O)N2C1c1ccc(OC)c(OC)c1 (stereo not drawn) | -3% | 0 | 1% | 64%[activator] | 2% | -1 | 5% | ? | 7%
CCN1c2cc(C)ccc2-n2cccc2C12CCN(C(=O)Nc1cc(OC)c(OC)c(OC)c1)CC2 | / | / | / | -6% | / | -1 | ? | / | 11%
Cc1ccc(N=C2NC(=O)/C(=C/c3cccs3)S2)cc1C | -1% | -6 | -15% | -15% | -10% | -19 | -3% | 16µM* | ?
COc1ccc(C(=O)NCCCn2cccn2)cc1OC1CCN(C(C)=O)CC1 | -3% | 15 | 2% | 4% | 3% | 0 | / | 0% | /
N#Cc1cccc(NC(=O)N2CCC(c3nc4c(nnn4Cc4cccc(Cl)c4)c(=O)[nH]3)CC2)c1 | 7% | -63* | ? | -7% | ? | 1 | -7% | -1% | 4%
O=C(CCl)Nc1c2c(nn1-c1ccccc1)CSC2 | ? | -96* | ? | -3% | ? | 0 | ? | ? | ?
Cc1n[nH]c(=O)c2c(NC(=O)COC(=O)c3cc(F)cc(F)c3)oc(C)c12 | ? | -5 | -3% | -3% | -2% | 0 | -3% | 1% | 0%
O=C(NC1CCC(O)CC1)c1cccnc1Sc1ccccc1Cl (stereo not drawn) | -6% | i | 23% | 13% | 10% | 3 | 9% | -15% | 5%
COc1cc(SC)ccc1C(=O)Nc1ccc(C)cc1C | 1% | 0 | -19% | -14% | ? | 1 | 0% | ? | 9.2µM*
Cc1ccccc1SCC(=O)Nc1ccc(N2CCOCC2)cc1 | -5% | -13 | 12% | 8% | 16% | -10 | 9% | 5% | -34%
Cc1cccc(NC(=O)CCNC(=O)c2ccccc2Cl)n1 | -5% | 35 | 3% | -1% | 9% | -3 | 25% | 0% | 3%

Already shown: an excerpt of the list.
SMILES | SW480 rerep | IL1B secr inh | HT1080 IDH1KD tx | HEK293 tox | HT1080NT lethal | DRD3 agonist | KB-3-1 tox | MCF10A rerep | KB-V1 MDR tox
Cc1ccc(Cl)c(NC(=O)COC(=O)c2cc[n+]([O-])cc2)c1Cl | -6% | -9 | -4% | 65%[activator] | -2% | 1 | -1% | -1% | 0%
Cc1cccc(NC(=O)Cn2c(=O)n(CCC(=O)N3CCc4ccccc4C3)c(=O)c3ccccc32)c1 | / | / | / | -16% | / | -1 | 10% | / | -5%
COCCOC(=O)c1c(C)oc2ccc(NS(=O)(=O)c3ccc(C(=O)O)cc3)cc12 | -4% | 0 | 1% | -7% | 3% | -11 | -7% | -3% | 1%
O=C(OCCCN=C1NS(=O)(=O)c2ccccc21)c1ccc([N+](=O)[O-])cc1 | -5% | 8 | 12% | -9%[7.66 µM] | 10% | 2 | 1% | 0% | -2%
CCC(=O)N1CCN(c2ccc(NC(=O)c3cc4ccccc4o3)cc2Cl)CC1 | -1% | -115* | 16µM* | -6% | ? | 15 | ? | ? | 9.2µM*
COc1ccccc1NC(=O)n1ncc2c(C)cccc21 | / | / | / | 2% | / | 3 | 10% | / | ?
O=Cc1ccc(-c2ccc(C(=O)O)cc2)o1 | 2% | -4 | 7% | 6% | -1% | 0 | 17% | 2% | 0%
